Assay outcomes as filed in PubChem BioAssay.
MEP2 TOR yeast: yeast TOR pathway MEP2-GFP modulation; GFP response vs DMSO, % at 10 µM; S. cerevisiae MEP2-GFP strain, flow cytometry GFP, 3 h; 100% = DMSO control level; 0.51% of 330,000 active;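 active = GFP response versus DMSO above a set limit, roughly screen mean plus 3 SD, cut at about 180% in these data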;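 also: median GFP fluorescence of the barcode-gated MEP2-GFP cells per well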
procasp3 activ: activates human procaspase-3 | 0.11% of 330,000 active | recombinant procaspase-3 D3A, Ac-DEVD-pNA absorbance 405 nm | P42574 | activation, % at 8.5 µM;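 active = activation above the mean of all tested compounds plus 3 SD, cut at about 21% in these data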;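 also: 0% = DMSO alone and 100% = DMSO wells spiked with extra 5 µM PC-3 D3A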
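Technique: 405 nm absorbance of p-nitroaniline, reads at 0 and 120 min; Test system: Procaspase-3 D3A mutant; Incubation: 1 h enzyme-compound preincubation, then 2 h substrate reaction, 25 °C; Repeats: singlicate, each compound tested once; Benchmarks: low control DMSO wells, high control DMSO plus 5 µM PC-3 D3A.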
Yeast superoxide: yeast age-related superoxide inhibition as caloric restriction mimetic | S. cerevisiae aged cells, superoxide DHE fluorescence; active compounds read low | superoxide response (% of plate mean), % at 10 µM | 0.18% of 330,000 active | AID 2690;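 active = superoxide response under a set limit, about three screen SD below normal, cut at about 65% in these data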;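 also: yeast aged for seven days with compound at 30 °C before DHE staining; 100% = average MFI of all compound-treated wells on the plate with controls excluded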
RPL19A TOR yeast: yeast TOR pathway RPL19A-GFP modulation. S. cerevisiae RPL19A-GFP strain, flow cytometry, 3 h; active compounds read low. percent response vs DMSO, % at 10 µM. 0.3% of 330,000 active. AID 2025;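 active = percent response vs DMSO below 50%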;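 also: median channel GFP fluorescence of the barcoded RPL19A-GFP strain; ratio of sample median GFP to plate DMSO average so 100% = DMSO; lower means less RPL19A-GFP as with rapamycin TOR inhibition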
AHR act: activators of human aryl hydrocarbon receptor; AHR-responsive luciferase reporter cells, luminescence; activation, % at 5 µM; 2.5% of 320,000 active; AID 2796; in the data active = activation above about 47%;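 also: 0% = vehicle wells and 100% = reference agonist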
Target sequence (P35869 whole entry, looked up): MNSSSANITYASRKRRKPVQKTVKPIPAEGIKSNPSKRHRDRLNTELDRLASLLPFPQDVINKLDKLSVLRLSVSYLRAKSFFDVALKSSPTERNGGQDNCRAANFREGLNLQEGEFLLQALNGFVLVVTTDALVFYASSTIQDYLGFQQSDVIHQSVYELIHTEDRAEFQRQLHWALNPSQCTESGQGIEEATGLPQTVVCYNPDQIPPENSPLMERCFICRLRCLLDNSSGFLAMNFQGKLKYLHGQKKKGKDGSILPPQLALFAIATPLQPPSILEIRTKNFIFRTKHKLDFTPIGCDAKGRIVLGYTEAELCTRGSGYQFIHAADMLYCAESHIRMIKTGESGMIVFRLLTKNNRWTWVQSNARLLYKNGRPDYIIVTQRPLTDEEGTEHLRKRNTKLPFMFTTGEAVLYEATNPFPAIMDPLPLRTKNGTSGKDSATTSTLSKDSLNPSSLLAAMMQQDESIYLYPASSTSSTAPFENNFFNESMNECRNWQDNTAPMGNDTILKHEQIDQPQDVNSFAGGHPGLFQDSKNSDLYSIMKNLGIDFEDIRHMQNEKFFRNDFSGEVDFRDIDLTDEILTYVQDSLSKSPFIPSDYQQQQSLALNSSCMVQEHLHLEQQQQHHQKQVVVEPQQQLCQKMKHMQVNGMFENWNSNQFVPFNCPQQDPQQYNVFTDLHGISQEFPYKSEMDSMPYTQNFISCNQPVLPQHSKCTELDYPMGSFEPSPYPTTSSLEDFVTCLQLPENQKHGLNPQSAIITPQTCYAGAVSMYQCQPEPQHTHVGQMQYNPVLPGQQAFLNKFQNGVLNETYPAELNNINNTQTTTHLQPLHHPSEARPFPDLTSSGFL
GASC-1 inh: human JMJD2C demethylase inhibition; inhibition, % at 2.35 µM; GST-JMJD2C(1-420) H3K9me3 demethylation, DELFIA europium; 0.069% of 330,000 active; Q9H3R0;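 active = more than half of a compound's replicate wells show inhibition beyond 50%, single wells judged on their own value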;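 also: signal counts dimethyl H3K9 product captured on neutravidin plate; 0% = median of DMSO wells and 100% = 0.3 times that DMSO median; strong numbers were not always called active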
LAP4 TOR yeast: modulators of TOR pathway LAP4-GFP in S. cerevisiae. S. cerevisiae LAP4-GFP multiplex, flow cytometry GFP, 3 h; median GFP as percent of DMSO wells. GFP response vs DMSO, % at 10 µM. 0.34% of 320,000 active. AID 2023;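 active = GFP response vs DMSO above a set limit, about the screen mean plus 3 SD, cut at about 150% in these data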
procasp7 counter: counter-screen: procaspase-7 (human) activation. P55210. AID 463210. recombinant procaspase-7, Ac-DEVD-pNA absorbance 405 nm; D23A/D198A/D206A triple mutant, cannot self-cleave; scale: DMSO 0, 5 µM enzyme 100. activation, % at 8.5 µM. 0.093% of 330,000 active;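 active = percent activation above the screen-wide mean plus 3 SD, cut at about 25% in these data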
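Assay system: Uncleavable procaspase-7 mutant enzyme | Input: 2 µM procaspase-7 mutant as dispensed | Timing: 1 h compound preincubation, 2 h substrate cleavage, 25 °C | Repeats: One well per compound | Control set: DMSO wells as 0%, DMSO with 5 µM added PC-7 as 100% | Technique: Epi-absorbance of released pNA at 405 nm, two timepoints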
An asterisk follows results filed as active; x = not tested or not shown; & = joins results of further samples; [ ] = another dose, or the depositor's remark.

entry	mol	MEP2 TOR yeast	procasp3 activ	Yeast superoxide	RPL19A TOR yeast	AHR act	GASC-1 inh	LAP4 TOR yeast	procasp7 counter
1	COCCOC(=O)C1=C(C)NC(C)=C(C(=O)OC(C)C)C1c1cccc([N+](=O)[O-])c1 (stereo unspecified)	94	5	86	87	15	-4&-6	85	9
2	COc1ccccc1C/C(N)=N/OC(=O)c1cccc([N+](=O)[O-])c1C	103	-1	109	105	-4	5	97	-3
3	CC1(C)C(=O)Nc2ccccc2N1C(=O)COc1ncnc2c(Cl)cc(Cl)cc12	104	9	108	101	6	-5	116	6
4	CCc1ccc([C@H]2C(C(=O)O)=C[C@@H](CC3CCCC3)N2S(=O)(=O)c2ccc(C)cc2)cc1	96	-1	101	104	0	x	98	2
5	COc1ccc(-c2noc(CSc3nc4ccccc4c(=O)n3-c3ccc(C)cc3)n2)cc1	99	6	100	101	-1	-5	104	3
6	Cc1ccccc1Oc1ncnc2sccc12	105	2	102	110	1	5	109	0
7	C/C(CC(=O)Nc1c(C)cc(C)cc1C)=N\NC(=O)OC(C)(C)C	102	3	100	102	16	-3	91	6
8	CC(=O)c1ccc(C(=O)N(CCN(C)C)c2nc3c(Cl)cccc3s2)cc1	198*[may fluoresce violet]	0	105	47*[may fluoresce violet]	1	0	68[may fluoresce violet]	-5
9	CCOCCOC(=O)C1=C(C)NC2=C(C(=O)CC(c3cccs3)C2)C1c1ccsc1 (stereo unspecified)	95	-28	108	98	11	13	96	-38
10	O=C(N/N=C/c1cc2c(cc1Br)OCO2)c1c[nH]c2ccccc12	105	-3	102	100	14	47	104	2
11	O=C(Cn1ccccc1=O)NCc1ccc(F)cc1	109	0	93	98	-3	2	110	4
12	CC(=O)Nc1ccc(NC(=O)CCCN2C(=O)c3ccccc3C2=O)cc1	101	-1	92	95	-1	-10	102	-2
13	Cc1ccc(Nc2ncnc3sc(C)c(C)c23)cc1	95	15	82	97	12	-11	130	0
14	CCOC(=O)c1cc(CC)sc1NC(=O)c1cccc(N2C(=O)CCC2=O)c1	98	1	88	94	5	-92	99	5
15	O=C1NC(SCCCF)=N/C1=C/c1ccc(-n2cncn2)cc1	102	-2	96	93	29	0	113	-1
16	COc1ccccc1N1CCN(CC(O)COc2cccc3ccccc23)CC1 (stereo unspecified)	94&100	-5&0	94&82	99&101	6&9	-5&-29	112&130	12&1
17	CC(=O)N1CN(S(=O)(=O)c2ccc(C)cc2)CC1C (stereo unspecified)	99	4	93	95	6	-117	93	10
18	CC(C)CN(C(=O)COC(=O)CCCc1c[nH]c2ccccc12)c1c(N)n(Cc2ccccc2)c(=O)[nH]c1=O	89	-2	89	95	1	-9	71	-8
19	CC1CCCN(C(C(=O)Nc2ccc3c(c2)OCCO3)c2ccccc2)C1 (stereo unspecified)	104	-6	98	94	1	18	95	3
20	Cc1c(Cl)c(C(=O)NNC(=S)Nc2ccc(F)cc2)nn1C	105	5	105	103	-6	2	96	-3
21	CCn1c(SCC(=O)Nc2ccccc2C)nnc1-c1ccccc1O	97	-5	118	98	1	2	101	2
22	COc1cc(SC)ccc1C(=O)Nc1ccc(Br)cn1	103	-6	98	90	0	3	106	2
23	CC(=O)C1=C(O)C(=O)N(CCC(=O)O)C1c1cccc(F)c1 (stereo unspecified)	200*[may fluoresce violet]	-4	117	69[may fluoresce violet]	0	14	91[may fluoresce violet]	-1
24	CCOc1ccc(CCNC(=O)COC(=O)c2ccc(C)s2)cc1OCC	98	-4	101	100	2	-4	101	3
25	CCOC(=O)CNC(=O)CSc1nc(-c2ccccc2)ns1	101	-16	85	96	4	-1	102	-8
26	CCN(CC)S(=O)(=O)c1cccc(C(=O)OC2CCOC2=O)c1 (stereo unspecified)	95	3	124	95	3	1	94	0
27	CCOc1ccc(S(=O)(=O)c2c(C(=O)c3ccccc3)cnc3cc4c(cc23)OCCO4)cc1	101	4	103	105	0	-1	100	6
28	Cc1cccnc1NC(=S)NC(=O)/C=C/c1ccccc1	106	-22	98	98	9	1	106	-10
29	O=C(NCCCn1ccnc1)C1c2ccccc2Oc2ccccc21	94	-8	102	99	1	8	89	-7
30	C=C(C)COc1ccc(-c2n[nH]c(C)c2-c2ccccc2OC)c(O)c1	101	1	93	96	2	-12	97	-2
31	FC(F)(F)c1nc2ccccc2n2c(-c3ccc(Cl)cc3)nnc12	98	0	100	101	-13	-2	109	1
32	Cc1ccccc1C(=O)Nc1ccccc1-c1nnn(CC(=O)Nc2ccc3c(c2)OCCO3)n1	90	-12	103	89	1	-6	85	6
33	CCCCOC(=O)c1ccc(O)cc1	84	2	102	94	-1	6	130	-3
34	CCOC(=O)CC(NS(=O)(=O)c1ccc(OC)c(OC)c1)c1cccc([N+](=O)[O-])c1 (stereo unspecified)	99	0	104	104	4	-10	102	4
35	Cc1csc(=O)n1CCC(=O)OCC(=O)NNC(=O)c1ccccc1	100	2	99	99	-4	-3	102	-15
36	Cc1onc(-c2ccccc2)c1C(=O)OCC(=O)N1CCN(c2ccccc2)CC1	103	-7	109	101	2	0	111	2
37	Cc1cc(C)n(/N=C/c2cccc(O)c2)c(=O)c1C(N)=O	96	3	109	98	-3	-1	97	22
38	COc1ccc(N2CCN(C(=O)c3ccc(OCC4CCCO4)cc3)CC2)cc1 (stereo unspecified)	102	4	107	100	0	17	96	-6
39	O=C(Nc1ccccc1Cl)c1cc(=O)c2ccccc2o1	96	5	102	90	4	-3	96	-10
40	CC(NC(=O)c1cccc(F)c1)C1CC2CCC1C2 (stereo unspecified)	91	4	96	89	2	6	96	8

Profiles as entered above. Values in the order: MEP2 TOR yeast, procasp3 activ, Yeast superoxide, RPL19A TOR yeast, AHR act, GASC-1 inh, LAP4 TOR yeast, procasp7 counter
CCOc1ccc(CCNC(=O)COC(=O)c2ccc(C)s2)cc1OCC is listed as 98, -4, 101, 100, 2, -4, 101, 3
CCOCCOC(=O)C1=C(C)NC2=C(C(=O)CC(c3cccs3)C2)C1c1ccsc1 (stereo unspecified) is listed as 95, -28, 108, 98, 11, 13, 96, -38
COc1ccc(-c2noc(CSc3nc4ccccc4c(=O)n3-c3ccc(C)cc3)n2)cc1 is listed as 99, 6, 100, 101, -1, -5, 104, 3
Cc1cc(C)n(/N=C/c2cccc(O)c2)c(=O)c1C(N)=O is listed as 96, 3, 109, 98, -3, -1, 97, 22
C/C(CC(=O)Nc1c(C)cc(C)cc1C)=N\NC(=O)OC(C)(C)C is listed as 102, 3, 100, 102, 16, -3, 91, 6

The results go on.
entry	mol	MEP2 TOR yeast	procasp3 activ	Yeast superoxide	RPL19A TOR yeast	AHR act	GASC-1 inh	LAP4 TOR yeast	procasp7 counter
41	Cc1nc2c(-c3ccccc3)cnn2c(N2CCOCC2)c1C	110	0	95	101	32	-4	111	3
42	Cc1ccc(NC(=O)CCC(=O)NNC(=O)c2ccccc2)c(C)c1	101	1	94	105	0	-4	103	0
43	Cc1ccccc1Nc1nc(N)nc(CSCc2c(C)noc2C)n1	103	1	104	110	5	3	113	-2
44	O=C(Cc1coc2cc3c(cc12)CCC3)OCc1cc(=O)n2c(n1)sc1ccccc12	94	1	106	92	9	-14	95	10
45	O=C(NC1CCCCCC1)C1CCC(CNS(=O)(=O)c2ccc(Br)s2)CC1 (stereo unspecified)	108	-3	99	105	-1	-3	108	-1
46	CSc1ccccc1C(=O)N1CCN(S(=O)(=O)c2sc(C(=O)O)c(C)c2C(=O)O)CC1	96	4	116	97	0	3	100	4
47	O=C(CCC(=O)c1cccs1)NC(c1ccccc1)c1ccccc1	109	2	85	103	0	64	101	2
48	CC(C)NCCCCOc1ccccc1-c1ccccc1	102	0	95	103	1	9	95	6
49	CCN(C(=O)COC(=O)c1c(NC(C)=O)sc(C)c1C)C1CCS(=O)(=O)C1 (stereo unspecified)	x	2	112	x	2	7	x	4
50	COc1cc(OC)c(-c2nc3c[n+](CC(=O)c4ccccc4)ccc3n2C)cc1OC	99	-10	82	98	-2	8	100	8
51	COc1ccc(/C=N\NC(=S)SCN2C(=O)C3CCC(C)(C2=O)C3(C)C)cc1 (stereo unspecified)	92	-13	108	98	6	13	104	-19
52	CC(=O)Nc1cccc(-n2nnc(SCC(=O)c3ccccc3)n2)c1	107	-9	94	110	7	15	x	0
53	CC(C)OC(=O)c1cc(C(=O)c2cc(F)ccc2O)coc1=N	102	-3	118	100	5	-1	103	-4
54	Cc1nnc(SCC(=O)Nc2ccc(N3CCOCC3)cc2)o1	99	-1	109	98	-2	-8	111	-2
55	CCOc1ccc(OCCC(=O)N(CC(=O)Nc2ccccc2C(F)(F)F)Cc2ccco2)cc1	97	2	97	99	-2	1	106	4
56	CC(=O)Nc1ccc(S(=O)(=O)NCC(=O)N2CCN(S(=O)(=O)c3cccs3)CC2)cc1	94	-12	152	101	3	-16	93	-35
57	O=C(NCCS(=O)(=O)NCc1ccccc1)c1ccc2c(c1)OCO2	92	9	104	97	3	2	110	12
58	N/C(=N\OC(=O)c1ccc(F)cc1)c1ccccc1	101	3	119	99	60*	-23	113	15
59	O=c1c2c3nc4ccccc4nc3n(-c3ccc4c(c3)OCCO4)c2ncn1C1CCCC1	98	12	123	103	2	x	96	17
60	CCn1cc(CNC(=O)CCc2nnc(CCC3CCCCC3)o2)cn1	101	4	97	103	-1	-9	89	0
